hgDAF12 agonist: H. glycines DAF-12 receptor agonists, primary screen, cell-based, luminescence, HEK293, GAL4 fusion, UAS-luciferase | HEK293 GAL4-hgDAF12 UAS-luciferase reporter, agonist luminescence; normalized to butyrate control | activation, % at 6.8 µM | 370,000 tested, 1.8% active | AID 687014, 2013;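 active = activation above a cutoff set at the mean of all screened compounds plus 3 SD, cut at about 10% in these data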;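 also: 0% = DMSO wells and 100% = sodium butyrate wells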
hcDAF-12 act: H. contortus DAF-12 nuclear receptor activators, primary screen, cell-based, luminescence, HEK293, lit1-tk-luc reporter | AID 652067, 2013 | 370,000 tested, 1.4% active | HEK293 hcDAF-12 lit1-tk-luc reporter; 0% DMSO, 100% Δ7-dafachronic acid | activation, % at 6.8 µM;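 active = activation above the mean of all tested compounds plus 3 SD, cut at about 5.5% in these data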;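 also: 100% = response to 3 µM Δ7-dafachronic acid high control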
DAX1 inh-1: DAX1 (NR0B1) inhibitors, primary screen, cell-based, HEK293, Gal4-DAX1, luciferase luminescence; Nuclear receptor subfamily 0 group B member 1 (Homo sapiens), P51843; HEK293 Gal4-DAX1 luciferase reporter; inhibition, % at 6.75 µM; 340,000 tested, 0.99% active; AID 504766, 2011;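 active = inhibition above the mean over all tested compounds plus 3 SD, cut at about 4.2% in these data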;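 also: 0% = DAX1-transfected cells with DMSO and 100% = empty-vector control cells with DMSO; inhibition shows as a rise in luminescence from relieved DAX1 repression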
ssDAF12 agonist: S. stercoralis DAF-12 nuclear receptor activators, primary screen, cell-based, luminescence, HEK293, GRIP1 co-expression, lit1-tk-luc. 370,000 tested, 1% active. HEK293 ssDAF-12/GRIP1 lit1-tk-luc reporter; % of 3 µM dafachronic acid response. Nuclear hormone receptor DAF-12 (Strongyloides stercoralis). activation, % at 6.8 µM;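 active = activation above the mean over all tested compounds plus 3 SD, cut at about 0.9% in these data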;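 also: 0% = DMSO-only wells and 100% = 3 µM delta7-dafachronic acid wells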
DAX1 inh-2: DAX1 (NR0B1) inhibitors on StAR promoter, primary screen, cell-based, luminescence, SF-1 (NR5A1), full-length DAX-1; HEK293T StAR-luciferase reporter, SF-1/DAX-1 repression relief; inhibition, % at 6.8 µM; 370,000 tested, 1.1% active; AID 652010, 2013;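 active = inhibition above the mean over all tested compounds plus 3 SD, cut at about 3.6% in these data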;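 also: 0% = DAX-1 cells with DMSO and 100% = cells lacking DAX-1 with DMSO; higher inhibition means more luminescence from relief of DAX-1 repression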
PLC-gamma1 inh: PLC-gamma1 enzyme inhibitors, primary screen, biochemical, fluorescence, purified enzyme; 1-phosphatidylinositol 4,5-bisphosphate phosphodiesterase gamma-1 (Homo sapiens), P19174; fluorogenic substrate; inhibition, % at 12.2 µM; 370,000 tested, 0.84% active; AID 720700, 2013; in the data active = inhibition above about 9.5%
Target sequence (P19174 whole entry, looked up): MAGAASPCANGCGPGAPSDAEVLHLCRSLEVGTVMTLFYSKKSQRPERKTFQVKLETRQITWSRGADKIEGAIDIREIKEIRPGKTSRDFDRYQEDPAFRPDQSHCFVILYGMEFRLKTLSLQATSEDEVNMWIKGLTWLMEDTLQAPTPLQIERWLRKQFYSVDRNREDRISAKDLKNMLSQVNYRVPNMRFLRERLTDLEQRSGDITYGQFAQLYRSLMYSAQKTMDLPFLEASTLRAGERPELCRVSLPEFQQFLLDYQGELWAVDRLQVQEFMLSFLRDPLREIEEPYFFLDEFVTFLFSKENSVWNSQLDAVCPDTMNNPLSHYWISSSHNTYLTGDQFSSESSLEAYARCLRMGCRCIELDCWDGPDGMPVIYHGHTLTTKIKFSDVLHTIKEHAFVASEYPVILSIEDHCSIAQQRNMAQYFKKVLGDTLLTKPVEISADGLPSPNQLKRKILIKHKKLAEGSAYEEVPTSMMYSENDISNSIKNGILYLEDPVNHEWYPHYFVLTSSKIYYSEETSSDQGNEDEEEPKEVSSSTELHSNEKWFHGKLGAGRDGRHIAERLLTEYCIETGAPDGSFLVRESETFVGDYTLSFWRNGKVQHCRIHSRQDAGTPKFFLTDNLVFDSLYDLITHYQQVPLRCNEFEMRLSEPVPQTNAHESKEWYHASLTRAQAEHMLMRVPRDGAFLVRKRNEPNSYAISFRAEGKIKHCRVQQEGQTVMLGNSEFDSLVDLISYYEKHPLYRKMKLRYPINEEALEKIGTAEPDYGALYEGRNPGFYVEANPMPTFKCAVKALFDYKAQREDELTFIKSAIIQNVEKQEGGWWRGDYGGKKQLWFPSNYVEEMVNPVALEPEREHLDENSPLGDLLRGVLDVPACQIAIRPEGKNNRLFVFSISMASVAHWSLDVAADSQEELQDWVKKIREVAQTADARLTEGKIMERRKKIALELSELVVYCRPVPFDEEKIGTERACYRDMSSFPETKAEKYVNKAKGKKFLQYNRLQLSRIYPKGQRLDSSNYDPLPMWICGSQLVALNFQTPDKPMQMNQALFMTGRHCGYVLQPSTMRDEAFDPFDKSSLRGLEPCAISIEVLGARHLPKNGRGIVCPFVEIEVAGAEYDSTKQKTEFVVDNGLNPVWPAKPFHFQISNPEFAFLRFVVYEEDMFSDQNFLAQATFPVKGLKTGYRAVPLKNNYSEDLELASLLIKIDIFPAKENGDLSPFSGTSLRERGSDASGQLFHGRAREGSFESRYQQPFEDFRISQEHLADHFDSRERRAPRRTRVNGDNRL
PLCb3 inh: human PLC-beta3 inhibitors, primary screen, biochemical, fluorescence; 1-phosphatidylinositol 4,5-bisphosphate phosphodiesterase beta-3 (Homo sapiens), Q01970; Purified PLC-beta3, fluorogenic substrate; inhibition, % at 12.2 µM; 370,000 tested, 0.18% active; AID 720704, 2013; in the data active = inhibition above about 11%;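 also: 0% = median of compound wells on plate and 100% = full blocker control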
NR1D1 modulator: modulators of Rev-erb alpha DNA binding, primary screen, biochemical, FITC-DNA, fluorescence polarization, uHTS; Nuclear receptor subfamily 1 group D member 1 (Homo sapiens), P20393; Rev-erbα–FITC-DNA binding, 90 min; activity, % at 10 µM; 370,000 tested, 0.79% active; AID 1259318, 2017;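 active = activity above about 14%, limit read from the data; passing the limit was not always enough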;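 also: 0% = DMSO wells with 35 nM protein and 100% = DMSO wells with 750 nM protein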
ADAM17 inh: ADAM17 inhibitors, primary screen, biochemical, QFRET | Disintegrin and metalloproteinase domain-containing protein 17 (Homo sapiens), P78536 | recombinant ADAM17, EDANS/DABCYL FRET peptide cleavage | inhibition, % at 6.95 µM | 370,000 tested, 0.83% active;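 active = inhibition above the mean of compounds lying between control limits plus 3 SD, set per campaign, cut at about 8.5% in these data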;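 also: 0% = DMSO-only wells as the low control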
MBD2 DNA inh: inhibitors of MBD2 binding to methylated DNA, primary screen, biochemical, TR-FRET, DNA-binding domain, human; AID 686964, 2013; MBD2 binding to methylated oligonucleotide; inhibition, % at 4.4 µM; 370,000 tested, 0.31% active; Methyl-CpG-binding domain protein 2 (Homo sapiens), Q9UBB5; in the data active = inhibition above about 13%
SMARCA2 activ: SMARCA2 (BRM) function activators, primary screen, cell-based, luminescence, high throughput; MG213 cells, MMTV-luciferase reporter, dexamethasone, overnight; activation, % at 9.1 µM; 370,000 tested, 1% active; AID 652017, 2013; in the data active = activation above about 7.8%;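 also: 0% = vehicle wells and 100% = reference activator wells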
* = called active by the depositor; . = not tested or not shown.

SMILES	hgDAF12 agonist	hcDAF-12 act	DAX1 inh-1	ssDAF12 agonist	DAX1 inh-2	PLC-gamma1 inh	PLCb3 inh	NR1D1 modulator	ADAM17 inh	MBD2 DNA inh	SMARCA2 activ
COc1ccc(-c2nc(C#N)c(NC(C)c3ccccc3)o2)cc1OC (stereo not drawn)	0.3	-3.9	-0.6	-1.9	0.1	-338	-434	-4	-188	-4	2
Nn1cc(-c2ccccc2)nc1SCC(=O)N1CCN(S(=O)(=O)c2ccc3ccccc3c2)CC1	0.8	-1.5	-1.1	-0.9	-0.1	-3	0	6	4	-2	-4
CCCCN1C(=O)c2ccc(C(=O)N(C)CC(=O)Nc3ccc(OCC)c(OCC)c3)cc2C1=O	6.9	-0.4	-0.5	-1.1	0.2	-4	2	3	-7	-4	0
O=C(O)Cn1cc(CN2CCOCC2)c2ccccc21	2.3	3.3	0.6	0.3	0.4	-4	-10	4	-2	0	-2
Cc1ccc(C(=O)NCC(=O)Nc2cccc(C(F)(F)F)c2)cc1	-2.2	-1.4	1.2	-1.9	-0.4	1	1	-2	7	4	-2
Cc1onc(-c2c(Cl)cccc2Cl)c1C(N)=S	-1.7	-1.7	-0.1	-1.5	-0.3	-2	2	8	0	0	-1
Cc1ccc(S(=O)(=O)NN2C(=O)c3ccccc3NC2c2cccc(O)c2)cc1 (stereo not drawn)	-0.9	-1.0	.	-0.4	-0.1	-55	-61	0	-27	0	0
O=C(COc1ccc(Br)cc1)N(Cc1ccccc1)c1ccccn1	0.6	-1.9	-0.1	-1.4	0.4	-1	2	-1	3	0	-3
O=C(CSc1ccccn1)c1ccc2c(c1)OCO2	9.3	2.0	1.7	-0.9	2.9	-1	1	5	-3	0	4
CCCc1cc(=O)n2[nH]cnc2n1	4.3	0.8	0.0	-0.6	-0.3	6	3	-1	3	3	-4
COc1ccc(C(NC(=O)CN2CCCCCC2)c2ccc(OC)cc2)cc1	1.4	-1.1	0.5	-1.3	-0.6	1	-6	0	-1	4	0
Cc1ccc(S(=O)(=O)Nc2c(C)n(C)n(-c3ccccc3)c2=O)cc1C(=O)OC(C)C(=O)c1ccccc1 (stereo not drawn)	-4.5	-2.3	-0.6	-0.9	-0.7	2	-7	3	-4	-3	-4
O=C(O)CC/C(=N\Nc1ccc(S(=O)(=O)N2CCOCC2)cc1[N+](=O)[O-])c1cccs1	1.0	-1.5	0.7	-0.8	-0.5	6	2	12	4	-16	1
CCCc1nn(C)c(C(=O)Nc2cccc(CC)c2)c1Cl	7.5	1.7	-0.5	-0.3	1.2	2	3	-2	5	1	0
O=C(Cc1ccccc1)N[C@H](c1ccccc1)P(=O)(O)CO	-0.9	-0.1	-0.4	-0.9	0.3	2	4	-1	2	-4	-1
Cc1ccc(CNc2nc(N)c([N+](=O)[O-])c(NCc3ccccc3)n2)cc1	-1.5	0.6	0.4	-0.9	0.4	-22	3	1	0	-4	2
CC(C)(C)c1cc(C(=O)N/N=C/c2ccccn2)n[nH]1	2.1	0.2	-0.3	-1.5	-0.1	-4	-11	-7	-4	0	7
O=C(/C=C/c1ccc([N+](=O)[O-])cc1)NCCOc1ccc(F)cc1	-3.1	-1.1	-0.4	-1.5	-1.0	8	-2	4	-2	-5	1
CCOC(=O)C1Cc2c([nH]c3ccccc23)CN1 (stereo not drawn)	2.4	-1.4	-0.6	0.1	1.1	-3	-2	-1	-2	-1	2
Cc1cc(C(=O)N/N=C2\CCCC(=O)C2)c2ccccc2n1	2.4	-0.1	-0.1	-1.6	-0.1	-59	-60	4	-3	1	-1
Cc1ccc(Nc2nc(-c3ccncc3)nc3ccccc23)cc1	-0.1	-0.3	.	-0.9	-0.9	-8	-14	8	-3	3	-3
COc1ccc2[nH]c(=O)c(CN(C(=O)C(C)C)c3ccccc3OC)cc2c1	-2.6	-0.9	-0.5	-1.2	-0.2	-12	-20	-2	-47	-6	-2
NC(=O)CSc1nnc(C2CC2)n1-c1ccccc1	-0.9	-1.6	0.2	-1.1	-0.5	1	3	-2	-3	2	-2
CC(C)(C)C1CCCCC1NC(=O)c1ccncc1 (stereo not drawn)	0.3	-1.2	0.0	-1.4	0.3	-2	-4	-1	-5	0	-2
CN(C)S(=O)(=O)N1CCN(C(=O)N2CCCCC2)CC1	-0.6	-2.6	-0.1	-1.3	-0.6	4	10	-2	0	-8	-3

Quoted at random: six records from the list
SMILES	hgDAF12 agonist	hcDAF-12 act	DAX1 inh-1	ssDAF12 agonist	DAX1 inh-2	PLC-gamma1 inh	PLCb3 inh	NR1D1 modulator	ADAM17 inh	MBD2 DNA inh	SMARCA2 activ
CCCCN1C(=O)c2ccc(C(=O)N(C)CC(=O)Nc3ccc(OCC)c(OCC)c3)cc2C1=O	6.9	-0.4	-0.5	-1.1	0.2	-4	2	3	-7	-4	0
COc1ccc(C(NC(=O)CN2CCCCCC2)c2ccc(OC)cc2)cc1	1.4	-1.1	0.5	-1.3	-0.6	1	-6	0	-1	4	0
CN(C)S(=O)(=O)N1CCN(C(=O)N2CCCCC2)CC1	-0.6	-2.6	-0.1	-1.3	-0.6	4	10	-2	0	-8	-3
O=C(Cc1ccccc1)N[C@H](c1ccccc1)P(=O)(O)CO	-0.9	-0.1	-0.4	-0.9	0.3	2	4	-1	2	-4	-1
O=C(O)Cn1cc(CN2CCOCC2)c2ccccc21	2.3	3.3	0.6	0.3	0.4	-4	-10	4	-2	0	-2
O=C(/C=C/c1ccc([N+](=O)[O-])cc1)NCCOc1ccc(F)cc1	-3.1	-1.1	-0.4	-1.5	-1.0	8	-2	4	-2	-5	1

Next entries
SMILES	hgDAF12 agonist	hcDAF-12 act	DAX1 inh-1	ssDAF12 agonist	DAX1 inh-2	PLC-gamma1 inh	PLCb3 inh	NR1D1 modulator	ADAM17 inh	MBD2 DNA inh	SMARCA2 activ
Cc1cc(NC(=O)CCC(=O)N(c2ccccc2)C(C(=O)NC(C)(C)C)c2ccccc2Cl)no1 (stereo not drawn)	-1.5	-1.1	-0.8	-1.0	-0.8	1	-2	-1	-2	0	-2
O=C(O)CC(Cc1ccccc1)C(=O)NCC12CC3CC(CC(C3)C1)C2 (stereo not drawn)	1.8	1.6	1.5	-0.6	-0.2	-2	4	5	1	-3	6
CC1CCCC(C)N1C(=O)COC(=O)CN1C(=O)c2ccccc2C1=O (stereo not drawn)	-0.3	-0.1	0.6	-1.1	-0.6	1	-4	-1	-4	1	0
CC(C)C[C@H]1CN(CCCC[C@@H]2CNC(=O)C(=O)N2CC2CCCCC2)C(=O)C(=O)N1Cc1ccccc1	11*	-2.2	.	-1.3	0.5	1	-3	-3	-2	5	-4
Cc1nc2sc(C(c3ccc(Cl)cc3)N3CCOCC3)c(O)n2n1 (stereo not drawn)	-1.1	-0.9	0.2	-0.8	-0.4	7	3	4	3	3	-3
CCOc1ccc(C(=O)NCC(=O)NCC(c2ccccc2OC)N2CCCC2)cc1 (stereo not drawn)	0.8	-1.2	0.5	-0.8	0.5	-4	-3	2	-3	-1	4
CC(NC(=O)C1CCCC1)c1ccc(Br)cc1 (stereo not drawn)	0.5	-1.1	-0.1	-0.3	0.4	4	0	-2	-1	2	-2
O=C(NNC(=S)Nc1ccccc1C(F)(F)F)C1CC1	0.4	1.7	.	0.6	0.3	3	-4	-5	0	-3	0
C[C@@H]1CN([C@@H](C)CO)C(=O)c2cccc(NC(=O)Nc3cccc4ccccc34)c2O[C@H]1CN(C)S(=O)(=O)c1ccc2c(c1)OCCO2	0.2	-2.1	.	-1.5	.	-18	-17	-7	-9	5	.
CC(C)CCNC(=O)c1c(CSc2ccc(Cl)cc2)noc1C(=O)NCc1ccccc1	-0.1	1.4	0.6	-0.6	-0.3	-2	2	-7	-2	2	-1
COc1ccc(CNC(=O)c2ccc(CS(=O)Cc3cccc(Cl)c3)o2)cc1 (stereo not drawn)	-0.3	-0.3	-0.8	-0.5	-2.5	1	-6	3	-3	3	-2
CCCN(CC(=O)Nc1ccccc1C)C(=O)c1ccc(N2CCCC2=O)cc1	1.3	-1.6	-0.4	-1.4	0.0	-1	-8	-6	-5	-2	-1
CC(=O)Nc1ccc(OCCOc2ccc(/C=C3/C(=N)N4C=CSC4=NC3=O)cc2)cc1	-0.5	-0.6	1.5	-0.4	-0.3	-62	-73	-1	-75	-2	1
O=C(NN1CCOCC1)c1ccc(Br)s1	1.6	-0.1	0.8	-1.2	0.7	-3	-8	2	-4	3	-1
O=S(=O)(c1ccc(S(=O)(=O)N(Cc2ccc(F)cc2)C2CCCC2)cc1)N1CCCC1	-1.6	-0.4	1.7	-1.3	0.0	-1	1	2	-3	0	2
O=C(NC(=S)Nc1ncc(Br)cc1Br)c1cncc(Br)c1	0.1	-1.5	2.4	-1.5	0.1	-2	-1	3	-4	1	3
CCCN(CCC)S(=O)(=O)c1ccc2c(c1)CCCN2C(C)=O	-1.2	-0.9	-0.7	-1.1	-0.3	0	4	-3	-1	-1	-2
Cc1nc(C)n(C(C)CNS(=O)(=O)c2ccc(C)c(C)c2)n1 (stereo not drawn)	-1.2	-1.6	0.8	-1.2	-0.1	2	1	-2	0	-5	2
COc1ccccc1N(Cc1cc(=O)[nH]c2ccccc12)C(=O)C(C)C	1.8	2.9	0.7	-0.5	-0.1	-4	-9	13	-1	-6	-3
O=C(OCC(=O)c1c[nH]c2ccccc12)c1ccc(OC(F)F)cc1	2.3	2.6	0.2	-0.2	-1.3	-5	0	8	8	1	-2
Cc1cccc(N(Cc2ccccc2)C(=O)c2ccc(F)c(S(=O)(=O)N3CCOCC3)c2)c1	-3.3	-0.2	-2.9	-1.8	0.7	3	-1	3	7	-1	-3
O=C(CN1C(=O)CCSc2ccccc21)NC1CCCCC1	-1.4	-1.4	2.0	-1.0	-0.1	-1	-7	3	-4	4	-3
O=C(N/N=C/C1=Cc2ccccc2OC1)c1ccncc1	-0.1	0.7	.	-1.4	0.0	-85	-117	-4	-4	-4	3
